# TSHR antag = antagonists of human thyroid stimulating hormone receptor; P16473; TSHR-expressing cells, TSH-stimulated cAMP HTRF, 2 h; hits give low values; activity change, negative = inhibition, % at 11.5 µM; actives 0.2% (n = 330,000);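 active = activity change below a set negative limit, meaning inhibition stronger than a set level, cut at about -70% in these data; inconclusive = activity change between two set negative limits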; also: % is scaled to controls: 0 for no effect and ±100 for the full control effect
#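 Freshly harvested TSHR cells receive pin-tooled compound, then EC80 TSH at 4nM final. After 2 hours at 37 deg C, antibody in lysis buffer and cAMP-d2 are added; 30 minutes at ambient temperature precede the HTRF read.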
# ELG1 DNA repair = blocks ELG1-dependent DNA repair in HEK293T cells | AID 504467 | HEK293T ELG1-luciferase reporter, luminescence, 16 h; DNA damage induced by 5-fluorouridine | Potency, µM (highest dose often 46.1 µM), for inactives: at the highest dose activity change, negative = inhibition, usual class: inhibitors | actives 2.3% (n = 330,000); also: potency is read from the fitted curve at half-maximal effect; % is scaled to controls: 0 for no effect and ±100 for the full control effect; nearly all actives have a fitted effect of over 55% in size
#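 Quantitative HTS, concentration-response format. 2,000 cells/well co-treated with 5-fluorouridine and compound, 16 hr in 5% CO2 at 37 °C; ONE-Glo luminescence read after 30 min.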
# ASM inhibitor = human S-ASM enzyme inhibition | actives 0.006% (n = 340,000) | P17405 | placental ASM, HMU-PC fluorogenic substrate, 60 min | Potency, µM (series often up to 57.5 µM), without a hit: top-dose activity change, negative = inhibition, usual class: inhibitors; also: potency is read from the fitted curve at half-maximal effect
#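 Human placenta-derived ASM enzyme was preincubated with compound for 10 minutes at room temperature, then given fluorogenic substrate HMU-PC0 (9 uM final) for 60 minutes at 37 °C; a pH 10 stop preceded fluorescence reading at Ex 386/Em 447 nm.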
# Chronic BCR inh = inhibitors of chronic active B-cell receptor signaling; actives 0.05% (n = 340,000); ABC-DLBCL IkBa-CBG/CBR reporter, luminescence ratio, 4 h; Potency, µM (series often up to 46.1 µM), inactives show at the highest dose ratio change, negative = lower green/red ratio, most hits filed as inhibitors; active = well fitted inhibition curve with a large enough effect in the signal ratio, with a control signal flat, not every such curve was filed as active; inconclusive = small, poorly fitted or top-dose-only effect, or effect the other way, or a change in a side signal; the % refers to the signal ratio;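 also: potency is read from the fitted curve at half-maximal effect; plate controls were basal doxycycline-induced cells for no effect and cells given 10 µM MG132 for full effect; MG132 reads +100%, hits lower the ratio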
#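 Concentration-response series (up to 46 uM) were applied to TMD8 dual-reporter cells for 4 h at 37C with doxycycline. Green/red ratio, after filter-overlap correction, defined %Activity; red signal alone was normalised to basal cells and zero luminescence.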
# TCR activator = activators of T cell receptors; primary human leukocytes, anti-CD3, IL-2 HTRF, 48 h; Potency, µM (series often up to 9.22 µM), inactives show at the highest dose activation of IL-2 secretion, usual class: activators; 330,000 tested, under 10 active; AID 504894; also: % of control where 0% means no effect
#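 IL-2 release read by HTRF sandwich (Eu cryptate donor, d2 acceptor, 665 nm emission) after 48 hr exposure of primary human leukocytes to compound together with anti-CD3 beads in the absence of co-stimulatory signals.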
# TSG101-PTAP inh = blocks PTAP/TSG101 interaction to inhibit HIV-1 budding. 340,000 tested, under 10 active. Potency, µM (titrated, usually from 115 µM), without a hit: top-dose activity change, negative = inhibition, actives largely listed as inhibitors. Fluorescence polarization, FITC-PTAP peptide / Tsg101 binding; active = well fitted inhibition curve with a large enough effect in the main read-out, with a control signal flat, not every such curve was filed as active; inconclusive = small, poorly fitted or top-dose-only effect, or effect the other way, or a change in a side signal; inactive = no such curve, though single readings can be large or run the other way; also: potency is read from the fitted curve at half-maximal effect; % of control where 0% means no effect
# Target sequence (Q99816 whole entry, looked up): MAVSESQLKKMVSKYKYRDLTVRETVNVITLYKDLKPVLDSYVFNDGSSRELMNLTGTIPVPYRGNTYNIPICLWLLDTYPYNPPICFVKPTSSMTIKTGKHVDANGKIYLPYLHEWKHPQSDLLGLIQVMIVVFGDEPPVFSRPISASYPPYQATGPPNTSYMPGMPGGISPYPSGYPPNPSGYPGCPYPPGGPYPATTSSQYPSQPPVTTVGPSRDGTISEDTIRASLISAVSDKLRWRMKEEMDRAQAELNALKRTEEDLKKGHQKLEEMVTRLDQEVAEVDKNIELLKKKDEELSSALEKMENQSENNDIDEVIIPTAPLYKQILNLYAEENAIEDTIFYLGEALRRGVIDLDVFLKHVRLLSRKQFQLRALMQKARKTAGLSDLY
#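 Steps: Tsg101 binding domain dispensed (10 uM final), compounds pinned in DMSO, FITC-labeled PTAP-motif peptide added (50 nM final); after 20 min binding at room temperature, polarization measured.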
# Mito fusion yeast = inhibitors of mitochondrial division or activators of mitochondrial fusion; S. cerevisiae fusion-defective mutant growth rescue, CellTiterGlo 48 h; AID 485298; Potency, µM (top dose mostly 46.1 µM), for inactives: at the top dose growth rescue (activation), most hits filed as activators; actives 0.23% (n = 320,000);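 also: potency is read from the fitted curve at half-maximal effect; % of control where 0% means no effect; nearly all actives have a fitted effect of over 45% in size; temperature-sensitive fusion mutants such as fzo1-1 at 37 °C on non-fermentable ethanol glycerol medium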
#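 S. cerevisiae fusion-defective temperature-sensitive mutants (e.g. fzo1-1, mgm1-5) grown 48 h at 37C in YPEG (ethanol/glycerol non-fermentable) medium with 23 nl compound per well; growth rescue read as CellTiterGlo luminescence.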
# a7 integrin act = activates integrin-mediated alleviation for muscular dystrophy | alpha7betagal myoblasts, beta-gal FDG fluorescence, 48 h | Potency, µM (top dose mostly 38.3 µM), inactives show at the top dose activation, actives largely listed as activators | actives 0.064% (n = 350,000) | AID 624291;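 also: potency is read from the fitted curve at half-maximal effect; 100% = response of the positive control SU9516; nearly all actives have a fitted effect of over 60% in size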
#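 Alpha7betagal+/- myoblasts (passage 13) were plated 16-24 hr, then exposed to compounds (1:260 dilution of DMSO stock) for 48 hours at 37C. After MPER lysis, β-galactosidase reporter activity was read as FDG fluorescence (ex 480/em 540) after 30 minutes.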
# Tb PFK block = blocks T. brucei phosphofructokinase; actives 0.17% (n = 330,000); Potency, µM (series often up to 57.5 µM), without a hit: at the highest dose activity, negative = inhibition, actives largely listed as inhibitors; T. brucei PFK, ADP-Glo luminescence; O15648;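 also: potency is read from the fitted curve at half-maximal effect; 0% = uninhibited 1x PFK enzyme wells and -100% = no-enzyme wells; nearly all actives have a fitted effect of over 60% in size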
# Target sequence (O15648 whole entry, looked up): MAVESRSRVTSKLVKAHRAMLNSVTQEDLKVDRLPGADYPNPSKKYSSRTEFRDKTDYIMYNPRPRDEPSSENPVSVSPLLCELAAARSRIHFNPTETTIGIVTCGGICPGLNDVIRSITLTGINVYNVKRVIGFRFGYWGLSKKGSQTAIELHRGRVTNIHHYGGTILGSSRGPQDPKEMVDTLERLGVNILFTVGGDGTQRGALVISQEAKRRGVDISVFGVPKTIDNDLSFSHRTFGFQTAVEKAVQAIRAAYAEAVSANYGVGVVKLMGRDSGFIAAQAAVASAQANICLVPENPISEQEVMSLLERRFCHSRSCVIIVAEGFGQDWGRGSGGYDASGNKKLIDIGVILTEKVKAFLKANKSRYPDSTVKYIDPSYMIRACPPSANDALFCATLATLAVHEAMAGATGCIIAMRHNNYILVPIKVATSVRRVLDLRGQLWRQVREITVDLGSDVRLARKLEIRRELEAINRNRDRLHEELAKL
#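 PFK 1.25 nM, F6P 0.5 mM, ATP 0.1 mM, 0.1 M TEA pH 8.0, 5 mM MgCl2, 0.01% Tween20, 0.1% BSA; 45 min RT. ADP-Glo readout. qHTS titration up to 57 uM; curves fitted, compounds curve-classed.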
# Eya2 phos inh = blocks the phosphatase activity of human Eya2. recombinant Eya2, OMFP fluorescence dephosphorylation (OMFP is methylfluorescein phosphate). Potency, µM (top dose mostly 76.9 µM), inactives show at the top dose activity, negative = inhibition, actives largely listed as inhibitors. actives 0.006% (n = 330,000). AID 488837; also: potency is read from the fitted curve at half-maximal effect; % is scaled to controls: 0 for no effect and ±100 for the full control effect
#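 Eya2 protein (added as 0.2 uM solution) was preincubated with compound for 10 min at ambient temperature in 50 mM HEPES pH 7.5, 50 mM NaCl, 5 uM MgCl2, 0.05% BSA, 1 mM DTT. OMFP (added at 50 uM) then reacted 10 min; fluorescence read at 485/525 nm.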
# AT treatment = potential ataxia-telangiectasia treatment; […] A-T fibroblasts, KAP-1 phosphorylation AlphaLISA; neocarzinostatin DNA damage 30 min before lysis; Potency, µM (top dose mostly 57.5 µM), for the others: at the highest dose activation, most hits filed as activators; actives 0.19% (n = 320,000); AID 485349; also: potency is read from the fitted curve at half-maximal effect; % of control where 0% means no effect; nearly all actives have a fitted effect of over 45% in size
#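 ATM-like activity read as KAP-1 phosphorylation via AlphaLISA donor/acceptor antibody pairs after lysis and 6 hr at 25C. Cells were ATM-null patient fibroblasts ([…], hTERT), dosed 60 min, then exposed to the DSB inducer NCS for 30 min.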
# * hit, by the source's call; ? = inconclusive; . = not tested or not shown; [ ] = dose if it differs, or a comment. Unless noted, calls follow the shape of the dose curve; as a rule, active = well fitted curve in the direction sought with a large enough effect; inconclusive = small, poorly fitted or top-dose-only effect, or another doubt; inactive = no such curve, though single readings can be large; an effect the other way counts as inactive or inconclusive.
molecule	TSHR antag	ELG1 DNA repair	ASM inhibitor	Chronic BCR inh	TCR activator	TSG101-PTAP inh	Mito fusion yeast	a7 integrin act	Tb PFK block	Eya2 phos inh	AT treatment
COc1ccc(C(=O)NCCc2ccccc2)cc1[N+](=O)[O-]	13.9	?	0.1%	-8.3%	3.3%	-5.0%	1.0%	17.4%	-6.7%	-12.6%	-4.7%
CC(C)CNC1CS(=O)(=O)CC1O (stereo not given)	-3.2	-0.6%	5.7%	4.7%	3.8%	0.4%	-6.1%	-23.3%	-3.4%	-5.0%	2.8%
COc1ccc(C(CNC(=O)COc2ccccc2C#N)N2CCOCC2)cc1 (stereo not given)	-7.9	-0.9%	4.0%	-3.4%	8.3%	0.1%	3.3%	-33.3%	-0.2%	-3.1%	-3.5%
CC(=O)NC12CC3CC(C1)CC(C(=O)OCC(=O)Nc1ncc(Cl)cc1Cl)(C3)C2	-15.5	?	1.6%	-3.8%	.	1.0%	-7.5%	-17.4%	-1.3%	3.3%	2.7%
CN1CCN(C(=O)C2=C[C@@H](C3CC3)C[C@@H](OCc3ccc(CO)cc3)O2)CC1	3.3	8.1%	6.9%	6.8%	1.2%	-0.3%	1.1%	6.1%	2.1%	-1.3%	-2.7%
Cc1nc(SCCOc2ccccc2)[nH]c(=O)c1Cc1ccccc1	0.9	-11.1%	5.2%	-1.5%	-5.7%	-3.4%	1.9%	4.1%	2.2%	1.7%	-6.7%
CC(C)c1ccc(C(=O)NCc2ccc(Cl)cc2)cc1	-35.9	?	8.1%	?	1.4%[46.1 µM]	-3.1%	-8.2%	18.8%	2.0%	1.8%	4.7%
COc1ccc(C)cc1NC(=O)C1CCCCN1S(=O)(=O)c1ccccc1 (stereo not given)	.	?	0.5%	1.2%	1.8%	-1.9%	.	-12.5%	2.0%	3.5%	7.2%
CCOc1ccc(C(=O)NCC(=O)N2CCCC2)cc1	0.4	?	8.1%	-2.3%	-7.4%	-2.2%	14.2%	7.7%	0.3%	4.1%	-5.7%
CC1CCCCN1S(=O)(=O)c1ccc(S(=O)(=O)N(CC(=O)Nc2ccccc2)Cc2cccs2)cc1 (stereo not given)	-7.5	18.4µM*	-6.1%	-1.0%	-5.8%[46.1 µM]	0.9%	5.6%	-8.2%	0.3%	-2.9%	5.4%
CCNc1nc(NC(N)=S)nc(NC(C)(C)C)n1	-7.9	14.8%	3.0%	8.3%	0.2%	-1.7%	-5.2%	-9.1%	-9.3%	16.1%	0.3%
O=C(COC(=O)/C=C/c1cn(-c2ccccc2)nc1-c1cccnc1)Nc1ccc(Cl)cc1Cl	16.4	3.0%	5.1%	?	-11.7%[46.1 µM]	5.0%	-2.1%	2.1%	2.1%	0.9%	0.7%
Cc1occc1C(=O)Nc1ccc(Br)cc1F	0.2	?	-1.3%	?	-9.6%	-0.7%	0.3%	12.6%	2.1%	1.3%	0.0%
CC(C)C(=O)Nc1cccc(C(=O)Nc2ccc(S(=O)(=O)N3CCOCC3)cc2)c1	-3.4	?	-3.0%	8.1%	-2.4%	-7.3%	-2.0%	5.6%	2.6%	9.6%	-3.5%
CCOC(=O)C(Sc1ncnc2c1sc1nc(N3CCOCC3)c3c(c12)CCCC3)c1ccccc1 (stereo not given)	-5.0	1.5%	.	?	.	.	1.6%	.	1.1%	6.5%	-0.7%
COC(=O)CSc1nnc([C@H](Cc2ccccc2)NC(=O)OC(C)(C)C)o1	-19.8	0.2%	3.9%	0.7%	4.6%	1.5%	-2.2%	3.6%	-1.1%	-5.4%	5.7%
CC(C)(C)n1ncc2c(=O)n(Cc3ccc(Cl)cc3Cl)cnc21	11.1	1.9%	-3.8%	-6.1%	-0.8%	-3.6%	-2.6%	14.7%	3.4%	-11.5%	7.3%
COc1cc(C(=O)NCCC(=O)NC(C)CCc2ccccc2)cc(OC)c1OC (stereo not given)	-7.6	0.0%	2.4%	-0.1%	4.5%	-0.2%	-11.7%	25.9%	1.2%	2.8%	7.4%
CCc1nc(N)c(C#N)c(-c2ccc(OC)c(OC)c2)c1C	-1.3	-16.5%	2.3%	?	4.2%	-3.8%	6.4%	-24.9%	1.8%	-38.0%	15.6%
Cc1ccc(NC(=O)c2ccnc(C(C)(C)C)c2)cc1	-24.9	?	-1.8%	0.4%	0.5%[46.1 µM]	2.6%	14.4%	11.2%	-6.3%	3.0%	-0.8%
COCCCNS(=O)(=O)c1ccc(S(=O)(=O)N2CCCC2)cc1	11.4	3.0%	-1.8%	16.4%	1.0%	-3.3%	-3.9%	3.4%	-4.4%	-1.7%	-1.4%
COc1ccc(C=O)cc1Cn1c(=O)n(CCC(=O)NCc2ccco2)c(=O)c2sccc21	-1.3	9.8%	4.8%	1.7%	-3.5%	0.6%	-1.3%	0.0%	6.5%	2.3%	-3.2%
CN1C(=O)CSC1=Nc1cccc(Cl)c1	4.1	6.4%	7.0%	2.2%	-3.6%	0.0%	1.2%	-54.1%[inhibitor]	-4.5%	-3.9%	1.5%
COc1ccc(C(=O)NCc2nnc(SCC(=O)Nc3nc4ccc(C)cc4s3)o2)cc1OC	5.2	?	-0.7%	?	2.1%[46.1 µM]	-2.8%	-0.6%	30.5%	0.6%	5.3%	-1.6%
CC(=O)Nc1ccccc1OCc1cnc(Cl)s1	-4.1	15.3%	3.2%	-0.7%	4.7%	-6.3%	4.1%	5.3%	2.6%	-4.3%	4.5%
CC(C)C(=O)N1CCC(n2nccc2NC(=O)CCOc2ccccc2)CC1	16.7	?	7.8%	4.0%	-1.7%	-2.0%	-3.4%	30.1%	0.0%	-2.6%	-1.8%
Cc1ccc(S(=O)(=O)NCCn2cnc([N+](=O)[O-])n2)cc1	-25.0	-3.0%	-1.7%	-0.5%	2.8%	-4.8%	5.6%	4.0%	0.7%	0.1%	12.8%
Cc1ccc(CNC(=O)C2CCC(CNS(=O)(=O)c3cccc4cccnc34)CC2)cc1 (stereo not given)	-1.6	10.1%	-3.5%	-11.0%	1.3%	2.2%	-0.5%	33.2%	0.1%	9.0%	6.4%
Cc1ccc2c(c1)N(C(=O)CCC(=O)NCc1ccccc1)CC(C)O2 (stereo not given)	14.6	-2.5%	-2.8%	?	-1.5%	-3.0%	0.0%	?	1.0%	-13.3%	2.0%
COc1ccc(CC(=O)Nc2ccc(OC(C)=O)cc2C(=O)O)cc1	10.1	5.6%	10.8%	4.0%	0.5%	0.0%	-2.1%	-27.8%	0.7%	-5.3%	0.4%
COc1ccc(CCn2c(-c3cccc([N+](=O)[O-])c3)nc3nc4ccccc4nc32)cc1OC	5.3	?	2.5%	?	0.3%[46.1 µM]	-5.6%	0.6%	-4.2%	-0.6%	-3.8%	5.8%
CCOc1cc(N2CCOCC2)c(OCC)cc1NS(=O)(=O)c1ccc(Cl)s1	-16.8	19.4%	-0.5%	?	22.2%	-2.0%	-0.1%	-0.8%	?	-1.6%	-8.1%

# 3 entries out of the list above, arranged by the value under TSG101-PTAP inh, largest number first:
SMILES,TSG101-PTAP inh
CCOc1cc(N2CCOCC2)c(OCC)cc1NS(=O)(=O)c1ccc(Cl)s1,-2.0%
Cc1nc(SCCOc2ccccc2)[nH]c(=O)c1Cc1ccccc1,-3.4%
COc1ccc(CCn2c(-c3cccc([N+](=O)[O-])c3)nc3nc4ccccc4nc32)cc1OC,-5.6%
